# All columns: NCI-60 one-dose screen, growth in % after 48 h at 10 µM unless noted; 100 = growth as untreated, 0 = no growth, -100 = all killed.
# MDA-MB-435 = MDA-MB-435 melanoma; 82,000 compounds, 7.8% hits; AID 1794794
# EKVX = EKVX NSCLC; 71,000 compounds, 3% hits; AID 1794765
# HOP-92 = HOP-92 NSCLC cells; 71,000 compounds, 6.3% hits
# M14 = M14 melanoma; 80,000 compounds, 6.2% hits
# HOP-62 = HOP-62 NSCLC. 80,000 compounds, 3.9% hits. AID 1794735
# CCRF-CEM = CCRF-CEM leukemia; 77,000 compounds, 7% hits
# A549/ATCC = A549/ATCC NSCLC. 81,000 compounds, 3.7% hits
# RPMI-8226 = RPMI-8226 leukemia cells | AID 1794781 | 77,000 compounds, 7.5% hits
# An asterisk follows results filed as active; . = no result given. Rule for the calls: active = growth percent below 10; inactive = the rest.
SMILES,MDA-MB-435,EKVX,HOP-92,M14,HOP-62,CCRF-CEM,A549/ATCC,RPMI-8226
CCOC(=O)C1=C(C)N(C)C(=O)N(C)C1c1ccccc1 (stereo not drawn),89,97,79,94,82,87,104,99
CC(=O)c1ccc(NS(=O)(=O)c2ccc(-c3cnc(C4CC4)o3)cc2)cc1,103,92,.,105,102,103,95,91
CC1(C)N=C(N)N=C(N)N1c1cccc(/C=C/C=C/c2cccc([N+](=O)[O-])c2)c1,23,.,71,75,104,35,28,8.4*
Cc1cc(C)n(C(=O)c2sc(=S)n(-c3ccccc3)c2NC(=S)NC(=O)c2ccccc2)n1,103,89,117,.,98,102,104,102
C=C1CC[C@@H]2C(C)(C)[C@@H](O)CC[C@@]2(C)[C@@H]1COc1ccc2ccc(=O)oc2c1,81,60,87,80,103,61,59,51
COc1cc(NCc2ccccc2O)c2ncccc2c1,103,82,81,94,84,91,110,47
O=C(CCCCCCN1CC(=O)N2[C@@H](c3ccccc3F)c3[nH]c4ccccc4c3C[C@H]2C1=O)NO,91,101,47,84,95,56,110,60
O=C1CC(c2cc3c(cc2Cl)OCO3)c2cc(Br)c3ccccc3c2N1 (stereo not drawn),104,96,101,119,101,93,94,93
COc1ccc(C(=O)N2CCN(C(=O)c3ccc(OC)cc3)CC2)cc1,116,109,78,93,110,90,94,100
N#Cc1nn(-c2cc(=O)[nH]c3ccccc23)c(N)c1C#N,110,91,120,96,87,92,103,89
CCCNc1nc2ccccc2c2c(=O)c3ccccc3sc12,102,80,54,111,88,90,92,92
CC(=O)NNC(=O)c1sc(NC(C)=O)nc1C,110,115,57,115,.,88,104,105
Clc1ccc2c(c1)CCc1cccnc1C2=C1CCNCC1,91,80,61,109,.,95,92,102
Cn1c(=O)c2c(c3ccccc31)OC(C)(C)C=C2,104,.,71,103,110,.,101,102
CCC(=O)c1cc(C(=O)CC)n2ccc3ccccc3c12,101,93,113,113,104,103,105,103
CCN(CC)CCCCC(C)Nc1ccnc2cc(Cl)ccc12 (stereo not drawn),107,127,100,105,113,91,97,103
Cc1nc(-c2ccc(OCC(C)C)c(C#N)c2)sc1C(=O)O,106,105,.,102,103,100,107,97
Cc1ccccc1-n1c(C)nc2cc(N3C(=O)CSC3c3ccccc3)ccc2c1=O (stereo not drawn),90,87,.,108,119,69,92,79
O=C(NCc1cccnc1)c1ccc(NS(=O)(=O)c2ccc3c(c2)OCCCO3)cc1,100,105,108,98,100,106,101,102
CNS(=O)(=O)Oc1ccc(NC(=O)C23CC4CC(CC(C4)C2)C3)cc1,103,98,109,99,107,.,92,99
C=CC[C@]12C[C@H](Cl)C[C@H]3O[C@H](COC31O)C2,110,98,112,107,90,92,105,108
Nc1nc(-c2ccccc2Cl)nn1-c1nc2ccccc2s1,103,101,103,106,96,100,101,.
Clc1ccc(N2N=C(c3cccc(Nc4ccncc4)c3)CC2c2ccc3c(c2)OCO3)cc1 (stereo not drawn),-78*,75,48,-52*,42,5.7*,36,44
O=C(/C=C/C(=O)c1ccccc1)c1ccccc1,100,102,96,111,109,38,105,81
COc1ccc(/C=N/Nc2c3ccccc3nc3ccccc23)cc1,97,87,90,106,98,91,96,84

# (continued)
SMILES,MDA-MB-435,EKVX,HOP-92,M14,HOP-62,CCRF-CEM,A549/ATCC,RPMI-8226
COC(OC)C1(c2ccccc2)NC(=O)NC1=O (stereo not drawn),111,112,104,108,103,112,96,.
CCCCN1CCN(c2ccc3nc(-c4ccc5nc(-c6ccc(C(F)(F)F)cc6)[nH]c5c4)[nH]c3c2)CC1,-85*,-72*,-14*,-64*,-79*,-33*,-72*,-35*
NC(=Nc1ccccc1)c1ccc2[nH]c3c(c2c1)CCCC3,89,89,60,78,83,87,89,88
O=c1oc(-c2ccc(S(=O)(=O)NCc3ccccc3)cc2)cc2ccccc12,103,91,.,106,115,112,98,91
O=C1Nc2ccccc2/C1=N/N1C(=O)CNC1=O,92,72,91,92,82,71,91,.
CCOC(=O)NN(C(=O)OCC)c1cc(C)c(N(NC(=O)OCC)C(=O)OCC)cc1C,104,92,110,96,100,104,108,97
COc1ccc(-c2cc(/C=C3\C(=O)Nc4ccc(Cl)cc43)[nH]n2)cc1OC,91,.,.,101,98,72,90,69
CCOC(=O)c1cn2ncnc(Oc3ccc(NC(=O)NCCN(C)C)c(Cl)c3)c2c1C,46,79,45,-41*,95,43,92,.
COc1ccc(C(C#N)CC(=O)c2ccc(OCc3ccccc3)c(OC)c2)cc1OC (stereo not drawn),103,87,69,105,95,92,88,66
CCOc1ccccc1CCO,102,106,117,104,96,102,102,101
CC(=O)Nc1c(C)cc(C)cc1C,102,101,69,101,109,107,102,111
O=C(N/N=C/c1ccccc1O)C(=O)Nc1ccc(F)cc1,59,.,65,50,50,23,45,52
CCOC(=O)Nc1c(C)n(C)n(-c2ccccc2)c1=O,109,109,.,114,110,100,105,106
CC(C)CCCC(C)C1CCC2C3CC=C4CC(=O)CCC4(C)C3CCC12C (stereo not drawn),96,.,96,111,103,95,102,92
CC1(C)C2C3CCC2C2C[S+]1CC23,99,104,85,108,109,.,93,94
CC(=O)C1C(=O)OC2C3C=CC(C3)C2C1=O (stereo not drawn),112,103,86,.,103,95,100,91
CCC1(C(OC)OC)NC(=O)N(C)C1=O (stereo not drawn),116,108,98,101,108,94,101,97
CCCCCCCOC(=O)Nc1ccc(OCC)cc1,102,103,99,108,114,84,94,89
O=C(CN1CCN(Cc2ccc(Cl)cc2)C(=O)c2ccccc2C1=O)NC12CC3CC(CC(C3)C1)C2,102,96,79,94,.,90,89,94
Cc1ccc2c(Nc3cccc(C(F)(F)F)c3)nccc2c1C#Cc1nn(C(C)C)c2ncnc(N)c12,71,103,78,39,62,82,83,92
Oc1ccc(Cl)cc1CNc1nc2ccccc2[nH]1,-67*,.,.,-49*,83,-21*,-14*,-21*
Cc1cc(C(=O)O)c(C)cc1N,102,108,.,114,104,98,104,104
O=C(CN1CCN(c2cc3c(cc2F)c(=O)c(C(=O)O)cn3C2CC2)CC1)N/N=C/c1ccccc1C(F)(F)F,94,88,64,83,89,82,83,75
Oc1ccc(Nc2nccc(-c3ccc4ccccc4c3)n2)cc1,8.0*,58,89,11,37,9.8*,14,18
COc1cc(C#N)cc(OC)c1OCCN(CCOc1c(OC)cc(C#N)cc1OC)S(=O)(=O)c1ccc(C)cc1,114,108,89,100,100,103,100,91

# (cont.)
SMILES,MDA-MB-435,EKVX,HOP-92,M14,HOP-62,CCRF-CEM,A549/ATCC,RPMI-8226
Cc1ccc(C(CC(=O)O)c2c(C)[nH][nH]c2=O)cc1 (stereo not drawn),.,105,118,97,98,97,105,.
COc1cc(-c2nnc(SCC(=O)Nc3ccc(C(=O)/C=C/c4ccccc4)cc3)o2)cc(OC)c1OC,97,97,111,88,87,100,104,92
CCN(CC)C(=O)C(C(C)C)N1C(=O)/C(=C/c2ccc(Br)cc2)SC1=S (stereo not drawn),101,100,98,100,99,102,103,105
COc1cc2cc(C)c(Br)c(OC)c2cc1OC,88,74,53,94,94,81,96,.
Cc1cc(O[C@@H]2O[C@@H](C)[C@H](O)[C@@H](O)[C@H]2O)c2c3c(c(O[C@@H]4O[C@@H](C)[C@H](O)[C@@H](O)[C@H]4O)cc2c1)C(=O)c1c(O)cccc1C3=O,93,77,76,83,77,83,77,57
CCCC(C)C(=Nc1ccc(Cl)c(Cl)c1)N(C)C (stereo not drawn),97,91,87,99,96,95,92,95
C[Si](C)(C)c1cn(CCCCN2C(=O)C(=O)c3ccccc32)nn1,105,99,104,99,100,100,111,102
O=C(NCCNc1nccc(-n2ccc3cccnc32)n1)c1ccccc1,102,95,102,102,105,101,101,.
COc1ccc(/C=N/NC(=O)c2ccc(-n3cc(-c4ccccc4)nn3)cc2)cc1OC,98,102,95,83,101,99,104,62
C/C(=C\c1ccc([N+](=O)[O-])cc1)C(=O)O,102,95,95,95,.,88,92,96
COc1ccc(OC)c(N(CCN2C(=O)c3ccccc3C2=O)C(=O)C2CCC(=O)C2C)c1 (stereo not drawn),108,.,100,108,108,104,110,109
Cc1cc(C)c([N+](=O)[O-])c(C)c1,109,102,.,110,103,110,97,131
CCOc1ccccc1NC1=C(Cl)C(=O)c2nc(C)ccc2C1=O,-86*,-2.2*,-89*,.,84,-6.3*,59,-35*
Cc1ccc(C)c2c1CCC2=O,93,.,95,96,93,-33*,114,84
O=C(Nc1ccccc1)Nc1ncnc2c1ncn2-c1ccccc1,85,79,.,81,.,.,45,.
O=[N+]([O-])c1cc(Cl)ccc1SSc1ccc(Cl)cc1[N+](=O)[O-],108,104,93,115,103,96,102,105
CN(C)CCC(C(=O)c1ccccc1)c1cccnc1 (stereo not drawn),110,99,79,107,96,82,103,.
Cc1cc(O)c(C(C)C)cc1NC(=O)Nc1ccccc1,108,101,72,101,123,.,101,96
COc1ccc(C2=C(c3cn(C)c4ccccc34)C(=O)OC2)cc1OC,-8.2*,53,16,50,32,31,42,40
CC(=O)C1=C(C)NC(NNc2ccccc2)=NC1c1ccc(Cl)cc1 (stereo not drawn),84,75,97,103,104,89,91,91
Clc1ccc2c(Nc3ccccc3)ccnc2c1,105,86,46,104,92,112,95,78
CCOC(=O)/C(C#N)=C/c1cccc(F)c1,100,92,112,98,103,117,91,115
O=C(NCCN1CCCC1)n1cc(-c2ccncc2)c(-c2ccc(O)c(Cl)c2)n1,111,111,.,106,95,102,105,87
O=C1[C@@H]2Cc3c([nH]c4ccccc34)[C@H](c3c(Cl)cccc3Cl)N2C(=O)CN1C1CCN(Cc2c(F)cccc2F)CC1,85,61,76,75,93,65,92,68
Nc1c(S(=O)(=O)O)[nH]c(=O)[nH]c1=O,106,97,93,95,92,95,109,93

# 3 entries already listed, sorted by molar mass, low to high.
SMILES,MDA-MB-435,EKVX,HOP-92,M14,HOP-62,CCRF-CEM,A549/ATCC,RPMI-8226
Clc1ccc2c(Nc3ccccc3)ccnc2c1,105,86,46,104,92,112,95,78
O=C(Nc1ccccc1)Nc1ncnc2c1ncn2-c1ccccc1,85,79,.,81,.,.,45,.
O=C(NCCN1CCCC1)n1cc(-c2ccncc2)c(-c2ccc(O)c(Cl)c2)n1,111,111,.,106,95,102,105,87

# (listing goes on)
SMILES,MDA-MB-435,EKVX,HOP-92,M14,HOP-62,CCRF-CEM,A549/ATCC,RPMI-8226
Cc1cc(N2CCOCC2)nc(N2CCC(C(N)=O)CC2)n1,102,101,95,94,105,131,110,113
COc1ccc(-c2nonc2NC(=O)c2cccc(Cl)c2)cc1OC,108,.,68,87,99,91,90,86
CCSc1ncc(Br)c(Sc2nc(N)nc3nc[nH]c23)n1,38,37,32,32,32,13,.,26
CC(=O)OCC(=O)[C@@]1(O)CCC2C3CCC4=CC(=O)C=C[C@]4(C)[C@@]3(Cl)[C@@H](Cl)C[C@@]21C (stereo partly drawn),99,83,98,94,94,44,70,54
O=C1C=CC(=O)N1c1ccc(-c2nc3ccccc3o2)cc1,107,.,95,106,104,47,102,94
CCSC1C(=O)N(C)C(SCC)C(=O)N1C (stereo not drawn),100,.,85,103,108,107,105,109
CCCCC(CC)COC(=O)c1ccc(C(C)C)cc1 (stereo not drawn),104,101,102,98,94,96,85,88
Cc1nc(SCC(=O)Nc2nccs2)n(Nc2ccccc2)c1C,105,116,76,97,86,102,99,101
Clc1cc(Cl)c(Cl)c(-c2nc(-c3cccnc3)cs2)c1,4.3*,93,80,52,114,63,79,40
O=S(=O)(Nc1cnnc(Cl)c1)c1ccc(Nc2nc(=S)[nH][nH]2)cc1,104,101,91,97,100,99,97,109
CON=C1C[C@]2(C[C@@H]3C[C@@H](C/C=C(\C)C[C@@H](C)/C=C/C=C4\CO[C@@H]5[C@H](O)C(C)=C[C@@H](C(=O)O3)[C@]45O)O2)O[C@H](/C(C)=C/C(C)C)[C@H]1C,44,20,25,57,76,38,49,44
CCNCC(=O)Nc1cccc(Cl)c1,101,95,88,96,104,72,84,87
CCCCCCC(O)(CCCCCC)CCCCCC,104,.,96,96,101,103,100,111
Nn1c(N=Nc2c(O)[nH]c3ccc([N+](=O)[O-])cc23)n[nH]c1=S,101,98,97,97,87,100,104,106
Clc1ccc(I)c2ccccc12,108,.,.,101,103,.,108,104
CCOC(=O)CCC(=O)c1ccc2cc(OC)ccc2c1,103,99,101,93,80,98,83,103
C=CCNC(=S)NNC(=S)NCC=C,107,94,85,102,105,123,89,.
COc1ccc(-c2cc(-c3cc(OC)c(OC)c(OC)c3)c(C#N)c(=O)[nH]2)cc1OC,103,96,61,103,99,101,103,110

# 12 entries out of the list, sorted by formula weight, ascending:
SMILES,MDA-MB-435,EKVX,HOP-92,M14,HOP-62,CCRF-CEM,A549/ATCC,RPMI-8226
CCNCC(=O)Nc1cccc(Cl)c1,101,95,88,96,104,72,84,87
CCOC(=O)CCC(=O)c1ccc2cc(OC)ccc2c1,103,99,101,93,80,98,83,103
Clc1ccc(I)c2ccccc12,108,.,.,101,103,.,108,104
O=C1C=CC(=O)N1c1ccc(-c2nc3ccccc3o2)cc1,107,.,95,106,104,47,102,94
Cc1cc(N2CCOCC2)nc(N2CCC(C(N)=O)CC2)n1,102,101,95,94,105,131,110,113
Nn1c(N=Nc2c(O)[nH]c3ccc([N+](=O)[O-])cc23)n[nH]c1=S,101,98,97,97,87,100,104,106
Clc1cc(Cl)c(Cl)c(-c2nc(-c3cccnc3)cs2)c1,4.3*,93,80,52,114,63,79,40
Cc1nc(SCC(=O)Nc2nccs2)n(Nc2ccccc2)c1C,105,116,76,97,86,102,99,101
COc1ccc(-c2nonc2NC(=O)c2cccc(Cl)c2)cc1OC,108,.,68,87,99,91,90,86
O=S(=O)(Nc1cnnc(Cl)c1)c1ccc(Nc2nc(=S)[nH][nH]2)cc1,104,101,91,97,100,99,97,109
COc1ccc(-c2cc(-c3cc(OC)c(OC)c(OC)c3)c(C#N)c(=O)[nH]2)cc1OC,103,96,61,103,99,101,103,110
CON=C1C[C@]2(C[C@@H]3C[C@@H](C/C=C(\C)C[C@@H](C)/C=C/C=C4\CO[C@@H]5[C@H](O)C(C)=C[C@@H](C(=O)O3)[C@]45O)O2)O[C@H](/C(C)=C/C(C)C)[C@H]1C,44,20,25,57,76,38,49,44
